# SMN2 splice enh = qHTS Assay for Enhancers of SMN2 Splice Variant Expression; HEK293 SMN2-luciferase splicing reporter, luminescence, 30-36 h; Potency, µM (doses to about 46.1 µM), for inactives: at the highest dose activity change, positive = activation, usual class: activators; hit rate 2.8% among 210,000; AID 1458, 2008; note: % of control where 0% means no effect; nearly all actives have a fitted effect of over 55% in size
#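 HEK293 cells carry an SMN2 minigene-luciferase reporter in which exon 7 inclusion puts luciferase in frame. Cells were seeded at 2000 cells/well, attached for 10-12 hours, then exposed to compounds for 30-36 hours at 37C before ONE-Glo luminescence.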
# L3MBTL1 block = qHTS Assay for the Inhibitors of L3MBTL1 | Lethal(3)malignant brain tumor-like protein 1 (Homo sapiens), Q9Y468 | AlphaScreen L3MBTL1–H3K9me1 peptide binding | Potency, µM (titrated, usually from 57.1 µM), for inactives: at the highest dose activity, negative = inhibition, usual class: inhibitors | hit rate 0.66% among 230,000; note: % is set by controls: 0 for no effect and ±100 for the full control effect; nearly all actives have a fitted effect of over 60% in size
#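 Read-out is AlphaScreen signal from streptavidin donor and nickel chelate acceptor beads (10 ug/mL final each) bridging L3MBTL1 (50 nM) and biotinylated K9-monomethylated H3(1-15) peptide (75 nM), after 30 min compound exposure at room temperature.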
# LMNA splice mod = qHTS Assay for Modulators of Lamin A Splicing. HeLa LMNA splicing GFP/RFP minigene ratio, 48 h. Potency, µM (series often up to 46.1 µM), for inactives: at the top dose ratio change, negative = inhibition, usual class: inhibitors. hit rate 0.01% among 200,000. AID 1487, 2009; active = well fitted inhibition curve with a large enough effect in the signal ratio, with a control signal flat, not every such curve was filed as active; inconclusive = small, poorly fitted or top-dose-only effect, or effect the other way, or a change in a side signal; the % refers to the signal ratio; note: % is set by controls: 0 for no effect and ±100 for the full control effect
#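 Read-out is the ratio of GFP to DsRed2 object intensity, acquired by 488 nm laser-scanning cytometry on HeLa lamin A-EGFP minigene reporter cells. Compound incubation 48 hrs at 37 °C in Opti-MEM with 2% FBS; DMSO 0.5% final.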
# JMJD2E inh = qHTS Assay for Inhibitors of Human Jumonji Domain Containing 2E (JMJD2E); Lysine-specific demethylase 4E (Homo sapiens), B2RXH2; JMJD2E catalytic domain, FDH-coupled NADH fluorescence (FDH is formaldehyde dehydrogenase); Potency, µM (doses to about 57.1 µM), inactives show at the highest dose activity change, negative = inhibition, hits mostly inhibitors; hit rate 1.6% among 230,000; AID 2147, 2009; active = well fitted inhibition curve with a large enough effect, not every such curve was filed as active; inconclusive = small, poorly fitted or top-dose-only effect, or another doubt; inactive = no such curve, though single readings can be large or run the other way;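 note: 0% = wells with enzyme and -100% = buffer wells without enzyme; nearly all actives have a fitted effect of over 50% in size; many of its hits are not listed in these tables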
# Target sequence (B2RXH2 1-337 limits assumed): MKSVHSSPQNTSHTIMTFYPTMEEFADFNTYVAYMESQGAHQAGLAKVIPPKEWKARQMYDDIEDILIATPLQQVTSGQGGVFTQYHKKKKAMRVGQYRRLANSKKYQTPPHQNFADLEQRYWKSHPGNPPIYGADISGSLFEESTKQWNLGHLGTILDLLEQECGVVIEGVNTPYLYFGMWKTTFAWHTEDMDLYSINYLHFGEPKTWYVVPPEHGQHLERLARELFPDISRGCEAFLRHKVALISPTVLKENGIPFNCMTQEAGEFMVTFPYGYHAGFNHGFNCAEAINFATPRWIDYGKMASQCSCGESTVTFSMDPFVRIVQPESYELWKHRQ
# ALDH1A1 inh = qHTS Assay for Inhibitors of Aldehyde Dehydrogenase 1 (ALDH1A1); AID 1030, 2008; Purified ALDH1A1, NADH fluorescence, propionaldehyde substrate; hit rate 7.3% among 220,000; Potency, µM (series often up to 75.3 µM), inactives show at the highest dose activity, negative = inhibition, hits mostly inhibitors; Aldehyde dehydrogenase 1A1 (Homo sapiens), P00352; active = well fitted inhibition curve with a large enough effect, not every such curve was filed as active; inconclusive = small, poorly fitted or top-dose-only effect, or another doubt; inactive = no such curve, though single readings can be large or run the other way;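 note: plate controls were no enzyme wells and a reference inhibitor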
# Target sequence (P00352 whole entry, looked up): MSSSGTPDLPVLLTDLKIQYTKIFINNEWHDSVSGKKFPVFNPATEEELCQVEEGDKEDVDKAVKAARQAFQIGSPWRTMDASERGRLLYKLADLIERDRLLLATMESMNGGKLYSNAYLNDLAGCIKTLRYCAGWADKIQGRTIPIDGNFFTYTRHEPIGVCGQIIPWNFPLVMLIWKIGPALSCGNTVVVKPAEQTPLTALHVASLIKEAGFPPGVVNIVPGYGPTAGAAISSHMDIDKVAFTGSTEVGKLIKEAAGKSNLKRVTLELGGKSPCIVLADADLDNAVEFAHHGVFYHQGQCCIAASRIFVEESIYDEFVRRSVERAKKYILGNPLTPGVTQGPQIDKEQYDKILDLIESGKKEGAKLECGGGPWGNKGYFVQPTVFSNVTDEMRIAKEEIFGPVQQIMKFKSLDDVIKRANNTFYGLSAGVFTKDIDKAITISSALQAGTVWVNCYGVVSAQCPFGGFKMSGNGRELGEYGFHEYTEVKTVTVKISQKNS
# Tau ThT inhib = qHTS for Inhibitors of Tau Fibril Formation, Thioflavin T Binding; recombinant tau K18 P301L (four-repeat tau fragment), heparin-induced fibrillization, ThT fluorescence; Potency, µM (series often up to 57.4 µM), without a hit: at the top dose activity, negative = inhibition, actives largely listed as inhibitors; hit rate 2.1% among 270,000; AID 1460, 2008; Microtubule-associated protein tau (Homo sapiens), P10636; note: % is set by controls: 0 for no effect and ±100 for the full control effect; nearly all actives have a fitted effect of over 55% in size
# Target sequence (P10636 561-689 P618L limits assumed): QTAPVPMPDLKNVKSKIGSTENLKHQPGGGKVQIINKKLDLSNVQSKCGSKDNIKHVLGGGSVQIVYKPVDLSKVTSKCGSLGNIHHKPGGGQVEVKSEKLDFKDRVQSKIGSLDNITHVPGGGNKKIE
#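 Heparin-induced fibrillization of the P301L-mutant K18 repeat-domain fragment of human tau was followed by ThT binding in quantitative high-throughput format.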
# Luc counter = Counterscreen for Luciferase (Kinase-Glo TM) Inhibition; Kinase-Glo luciferase, ATP luminescence, 8 min; Potency, µM (top dose mostly 38.3 µM), for the others: top-dose activity change, negative = inhibition, usual class: inhibitors; hit rate 0.28% among 200,000; AID 1379, 2008; note: % is set by controls: 0 for no effect and ±100 for the full control effect; nearly all actives have a fitted effect of over 60% in size
#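 Kinase-Glo luciferase light output from ATP and luciferin was measured with 10 uM ATP, within the enzyme's linear range. Buffer: 50 mM imidazole pH 7.2, 50 mM KCl, 7 mM MgCl2, 0.01% Tween 20, 0.05% BSA; luminescence read after 8 min at ambient temperature.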
# RECQ1 inh = qHTS Assay for Inhibitors of RecQ-Like Dna Helicase 1 (RECQ1). ATP-dependent DNA helicase Q1 (Homo sapiens), P46063. RECQ1 DNA unwinding, red fluorescence kinetic read. Potency, µM (titrated, usually from 57.3 µM), without a hit: at the highest dose activity, negative = inhibition, most hits filed as inhibitors. hit rate 0.54% among 240,000;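 note: plate controls were vehicle for no effect and no enzyme for full effect; nearly all actives have a fitted effect of over 30% in size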
#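 50 nM RECQ1T1 preincubated 15 min with compound in Tris pH 8.0 buffer with MgCl2, DTT, Tween-20 and 2.5 ug/ml poly(dI-dC); started with 200 nM TAMRA/BHQ-2 forked duplex and 2 mM ATP. Unwinding read as fluorescence (525/598 nm), two reads 2 h apart.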
# Numbers without * were called inactive; i = inactive; ? = inconclusive; . = no result given; [ ] = another dose, or the depositor's remark. Unless noted, calls come from the whole dose curve; as a rule, active = well fitted curve in the direction sought with a large enough effect; inconclusive = small, poorly fitted or top-dose-only effect, or another doubt; inactive = no such curve, though single readings can be large; an effect the other way counts as inactive or inconclusive. Potency is the fitted concentration of half-maximal effect. This is a subset, so the mix of outcomes need not match the whole.
# The opening three entries (preview)
SMILES,SMN2 splice enh,L3MBTL1 block,LMNA splice mod,JMJD2E inh,ALDH1A1 inh,Tau ThT inhib,Luc counter,RECQ1 inh
COCCCn1c2nc3ccccc3nc2c2c(=O)n(-c3ccccc3OC)cnc21,?,8%,11%,-19%,?,6%,1%,i
CCCCc1n(CC(=O)c2ccc(Cl)cc2)c2ccccc2[n+]1C,2%,18%,.,-5%,2%,-3%,-1%,i
CCN(CC)S(=O)(=O)c1ccc(NC(=O)c2ccccc2N(C)S(C)(=O)=O)cc1,-4%,.,4%,-1%,5%,-5%,0%,-14%

# The whole of this part, from the start:
SMILES,SMN2 splice enh,L3MBTL1 block,LMNA splice mod,JMJD2E inh,ALDH1A1 inh,Tau ThT inhib,Luc counter,RECQ1 inh
COCCCn1c2nc3ccccc3nc2c2c(=O)n(-c3ccccc3OC)cnc21,?,8%,11%,-19%,?,6%,1%,i
CCCCc1n(CC(=O)c2ccc(Cl)cc2)c2ccccc2[n+]1C,2%,18%,.,-5%,2%,-3%,-1%,i
CCN(CC)S(=O)(=O)c1ccc(NC(=O)c2ccccc2N(C)S(C)(=O)=O)cc1,-4%,.,4%,-1%,5%,-5%,0%,-14%
Cc1cc(C(=O)N/N=C/c2cc(Cl)cc([N+](=O)[O-])c2O)n[nH]1,.,-28%,.,18µM*,.,13µM*,.,-2%
O=C(Nc1ccc(Cl)cc1)Nc1ccc(N2CCC(C(F)(F)F)CC2)nc1,.,-3%,.,?,.,?,.,-1%
COc1cc2c(cc1OC)-c1nnc(-c3cccs3)n1C1(CCCC1)C2,-3%,6%,2%,?,?,-15%,-4%,8%
O=C(OCc1nc2ccccc2s1)[C@@H]1CCCN1S(=O)(=O)c1ccccc1F,13%,.,-1%,1%,7.9µM*,-16%,20%,i
CN1C(=O)COc2ccc(C(=O)c3oc4ccccc4c3-c3cnc4c(c3)COc3ccccc3-4)cc21,-2%,?,-11%,-2%,6%,6%,3%,-2%
Cc1occc1C(=O)Nc1cccc(C(=O)NCc2ccccc2)c1,-8%,-5%,2%,11%,?,7%,4%,-4%
CC(=O)Nc1ccc(N/C=C2/CCCC2=O)cc1,.,5%,.,-30%,.,?,.,8%
O=C1CC(c2ccccc2)CC(O)=C1C=NCCCN1CCOCC1 (stereo unspecified),-6%,-2%,-16%,3%,-8%,1%,-1%,-5%
CCC(=O)c1c(O)cc(O)cc1O,12%,.,?,-20%,-13%,-10%,-5%,i
O=C(NCCN1CCOCC1)c1cccnc1SCc1ccccc1Cl,-41%[inhibitor],.,.,-2%,?,1%,1%,5%
Cc1nn(CC2CC2)c(=O)n1-c1ccc(F)cc1,5%,-1%,?,2%,7%,-4%,0%,i
O=C(CSc1nc(-c2cccs2)cc(C(F)(F)F)n1)Nc1cc(OCC(F)(F)F)cc([N+](=O)[O-])c1,-27%,9%,?,-5%,3%,6%,-2%,-2%
O=C(CCCN1C(=O)c2ccccc2C1=O)NC1CCCCCC1,23%,.,-12%,1%,-1%,-10%,-4%,-12%
CCOC(=O)C1CCN(C(=O)C2CCN(S(=O)(=O)c3c(C)noc3C)CC2)CC1,10%,.,1%,4%,8%,-6%,-5%,-5%
NNC(=O)C(=O)Nc1ccc(O)cc1,.,-17%,.,0%,-1%,10%,.,-8%
Cc1nn(-c2ccc(Cl)nn2)c(=O)c2ccccc12,?,-5%,-15%[46 µM],8%,-3%,3%,-3%,-7%
CC(C)Cc1cc(C(=O)Nc2ccc(Br)cc2)no1,.,14%,.,-15%,.,0%,.,-3%
O=c1c2ccccc2nc(-c2ccccc2Cl)n1O,-14%,9%,7%[46 µM],-2%,5%,-3%,-4%,i
CCOc1ccccc1OCCCOc1ccc(C)cc1Br,2%,47%[activator],-7%,2%,0%,?,-3%,-3%
COc1cccc(-c2nc(S(=O)(=O)c3ccccc3)c(N3CCOCC3)o2)c1,-5%,.,11%,?,?,1%,0%,3%
COc1cc(SC)ccc1C(=O)NCCOc1c(C)cc(C)cc1C,.,5%,?,188%[activator],-3%,16µM*,.,-7%

# Molecules from the list above that have fluorine:
SMILES,SMN2 splice enh,L3MBTL1 block,LMNA splice mod,JMJD2E inh,ALDH1A1 inh,Tau ThT inhib,Luc counter,RECQ1 inh
O=C(Nc1ccc(Cl)cc1)Nc1ccc(N2CCC(C(F)(F)F)CC2)nc1,.,-3%,.,?,.,?,.,-1%
O=C(OCc1nc2ccccc2s1)[C@@H]1CCCN1S(=O)(=O)c1ccccc1F,13%,.,-1%,1%,7.9µM*,-16%,20%,i
Cc1nn(CC2CC2)c(=O)n1-c1ccc(F)cc1,5%,-1%,?,2%,7%,-4%,0%,i
O=C(CSc1nc(-c2cccs2)cc(C(F)(F)F)n1)Nc1cc(OCC(F)(F)F)cc([N+](=O)[O-])c1,-27%,9%,?,-5%,3%,6%,-2%,-2%

# Remaining list, next part:
SMILES,SMN2 splice enh,L3MBTL1 block,LMNA splice mod,JMJD2E inh,ALDH1A1 inh,Tau ThT inhib,Luc counter,RECQ1 inh
CCC(=O)Nc1c(S(=O)(=O)c2ccccc2)c2nc3ccccc3nc2n1Cc1ccccc1,8%,1%,-5%,?,?,-12%,0%,-9%
Cc1c(/C=N/NC(=O)COc2ccccc2[N+](=O)[O-])c2ccccc2n1C,15%,0%,-15%,2%,2%,?,-3%,0%
CC1(C#CC[N+]2(C)CCCCC2)CCC2C(O1)c1ccccc1OC2(C)C (stereo unspecified),12%,.,15%[46 µM],?,32µM*,-7%,0%,-5%
CCC(Sc1nc2cc(OC)c(OC)cc2c(=O)n1CCc1ccc(OC)c(OC)c1)C(=O)NCCOC (stereo unspecified),5%,.,-13%[46 µM],2%,6%,8%,1%,-4%
CNC(=S)N(Cc1ccco1)Cc1cc2cc3c(cc2[nH]c1=O)OCCO3,7%,-2%,-3%,?,?,-8%,-2%,-10%
C=C1CSc2nc(=O)c3c4c(sc3n21)CCCC4,-1%,-1%,1%,-2%,-15%,?,-7%,-3%
NC(=O)c1ccc(NC(=O)COC(=O)C2(c3ccccc3F)CCCC2)cc1,-3%,-7%,?,2%,-6%,-2%,2%,-7%
CCOC(=O)c1c(C)[nH]c(C(=O)COC(=O)c2ccccc2NC(=O)c2ccco2)c1C,-10%,6%,13%,15%,12%,-4%,-1%,-6%
CCc1ccc(-n2c(SCC(=O)N3Cc4ccccc4CC3C(=O)O)nnc2-c2ccncc2)cc1 (stereo unspecified),.,3%,.,?,.,-12%,.,i
Cn1nccc1C(=O)c1ccc(Cl)cc1,-36%,6%,7%,-3%,-16%,-5%,1%,-4%
O=C(Cc1ccccc1)NN1C(=O)C2C3C=CC(C3)[C@@H]2C1=O (stereo partly specified),8%,-1%,?,14%,3%,2%,-4%,-1%
CCOc1ccc(NC(=O)CN2CCN(CC(=O)Nc3cccc(F)c3)CC2)cc1,-6%,2%,0%,9%,18µM*,-11%,2%,0%
CCC(C)n1c(-c2ccco2)nc2nc3ccccc3nc21 (stereo unspecified),-18%,6%,12%,?,?,-15%,-2%,-4%
COc1ccc(/C=C/C(=O)c2cc(O)ccc2O)cc1,-75%[inhibitor],.,.,?,?,14µM*,-13%,-11%
O=C(Nc1nc2ccc([N+](=O)[O-])cc2s1)c1ccco1,3.5µM*,18%,.,10%,?,-20%,-3%,1%
Cn1c(=O)n(CCc2ccccc2)c(=O)c2c1ncn2Cc1ccccc1,5%,0%[11.4 µM],?,1%,10%,-8%,0%,-7%
Cc1cc(C)n(-c2nnc(C)n2N)n1,.,4%,2%,?,?,-11%,.,i
NC(=O)c1cc2n(n1)C(C(F)(F)F)CC(c1ccco1)N2 (stereo unspecified),-3%,.,-11%,-21%,-8%,-8%,4%,i
Cc1cccc(S(=O)(=O)N2CCC(CO)(Cc3ccccc3)CC2)c1,.,-3%,-4%[46 µM],-20%,20µM*,-11%,3%,-14%
CCCCc1ccc(NC(=S)Nc2ccc(Cl)c(S(=O)(=O)N(C)C)c2)cc1,-75%[inhibitor],-5%,?,-6%,?,-4%,0%,-11%
COc1cccc(C2CC(c3ccc(Cl)cc3Cl)n3nc(N)nc3N2)c1 (stereo unspecified),9%,-11%,-6%,4%,14%,-3%,-4%,-12%
C=CCNC(=O)c1ccccc1NC(=O)c1cccc2ccccc12,0%,.,-16%,1%,?,-11%,-5%,-15%
CC1(CCc2ccccc2)NC(=S)N(c2ccccc2)N1 (stereo unspecified),-22%,-8%,?,-3%,14%,-3%,0%,9%
COCCn1c(=O)c(-c2ccc(OC)cc2)nc2cnc(N3CCNCC3)nc21,-2%,.,.,.,?,.,1%,-10%
Cc1nc(=S)n(-c2ccccc2)[nH]1,-4%,16%,-11%,-6%,?,-4%,-6%,4%
CCC1(C)CC(c2nc(-c3ccc(OC)cc3)cs2)CCS1 (stereo unspecified),-36%[inhibitor],36%[activator],?,-9%,3%,-9%,1%,-10%
Cc1nc(-c2ccccc2O)n(S(=O)(=O)N(C)C)n1,-27%,-4%[11.4 µM],0%,5%,11%,1%,1%,-2%
CC(C)(C)C1CCC(OC(=O)CCC(=O)Nc2ccccc2)CC1 (stereo unspecified),.,14%,-8%,4%,-13%,?,.,-5%
